# CCR6 antagonist = blocks CCL20-driven beta-arrestin recruitment at human CCR6. AID 493098. inhibition, % at 20 µM. CHO-K1 CCR6 PathHunter beta-arrestin, luminescence, CCL20-stimulated. P51684. hit rate 0.49% among 340,000;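 active = compounds whose inhibition of the agonist-driven luminescence signal at 20 µM reaches about 50%, limit read from the data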;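 also: cells stimulated with CCL20 at 14 nM final; plate controls were DMSO with CCL20 for no effect and DMSO without agonist for full effect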
# GRIN3A LBD mod = NR3A (human) ligand-binding domain modulation; NR3A LBD differential scanning fluorimetry, Tm shift; 0% = protein alone, 100% = glycine-bound protein; Tm shift relative to glycine control, % at 25 µM; hit rate 2.5% among 340,000; AID 1259313;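 active = melting temperature shift of at least 10% of the positive control shift, at one fixed dose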
# A3G deaminase = APOBEC3G (human) deaminase inhibition; recombinant A3G, ssDNA deamination FAM/TAMRA fluorescence; inhibition, % at 20 µM; hit rate 0.28% among 330,000; AID 493012;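 active = inhibition of at least 40% at 20 µM, with no more than 30% in the related APOBEC3A deaminase screen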;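 also: plate controls were DMSO wells with A3G for no effect and wells lacking A3G enzyme for full effect; some compounds called inactive have numbers as strong as hits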
# Target sequence (Q9HC16 whole entry, looked up): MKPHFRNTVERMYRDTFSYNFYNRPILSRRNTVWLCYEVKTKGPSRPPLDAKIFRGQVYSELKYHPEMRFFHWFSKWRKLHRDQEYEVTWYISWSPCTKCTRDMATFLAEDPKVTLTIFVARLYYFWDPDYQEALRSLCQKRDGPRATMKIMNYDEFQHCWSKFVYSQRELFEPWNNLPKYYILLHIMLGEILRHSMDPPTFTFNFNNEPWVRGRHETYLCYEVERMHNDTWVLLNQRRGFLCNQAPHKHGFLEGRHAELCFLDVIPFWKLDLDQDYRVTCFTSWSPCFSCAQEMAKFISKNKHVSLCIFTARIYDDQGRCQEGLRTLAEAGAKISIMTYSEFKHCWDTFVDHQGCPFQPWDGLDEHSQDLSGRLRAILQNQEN
# APOBEC3A inh = human APOBEC3A DNA deaminase inhibition; P31941; recombinant A3A, FAM/TAMRA ssDNA deamination fluorescence; inhibition, % at 20 µM; hit rate 0.41% among 330,000;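 active = at least 40% inhibition at 20 µM here, with at most 30% in a related deaminase screen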;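 also: plate controls were A3A with DMSO for no effect and wells lacking A3A enzyme for full effect; some results filed as inactive read as strong as hits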
# Target sequence (P31941 whole entry, looked up): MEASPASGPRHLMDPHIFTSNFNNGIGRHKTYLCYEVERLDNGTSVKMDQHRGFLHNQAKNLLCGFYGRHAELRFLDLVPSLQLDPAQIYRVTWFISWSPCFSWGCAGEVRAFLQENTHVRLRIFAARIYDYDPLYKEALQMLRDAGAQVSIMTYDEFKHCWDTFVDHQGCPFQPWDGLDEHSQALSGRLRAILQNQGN
# EBI2 block = EBI2 (human) antagonism. P32249. EBI2 beta-arrestin recruitment, luminescence, 7a,25-OHC stimulated. inhibition, % at 5 µM. hit rate 0.81% among 360,000; in the data active = inhibition above about 38%;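 also: enzyme fragment complementation signal reports receptor beta-arrestin coupling in cells; 0% = agonist plus DMSO wells and 100% = wells without agonist; some results beyond the cut were filed as inactive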
# MPTP block = permeability transition pore inhibition; hit rate 1.4% among 360,000; inhibition, % at 10 µM; isolated mouse mitochondria, Ca2+ swelling absorbance, 30 min;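 active = inhibition of 50% or more, scaled per plate between neutral and stimulator controls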;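 also: 0% = DMSO wells given calcium and 100% = 1 mM EGTA wells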
# Gli-Sufu antag = Gli-Sufu pathway antagonism; Sufu-KO-LIGHT fibroblasts, Gli luciferase reporter luminescence; inhibition, % at 5 µM; hit rate 0.74% among 340,000;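 active = inhibition above about 55%, limit read from the data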;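 also: 0% = DMSO-treated cells and 100% = wells with medium but no cells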
# CXCR6 block = inhibitors of human CXCR6 receptor; CHO-K1 PathHunter CXCR6 beta-arrestin, luminescence; inhibition, % at 20 µM; hit rate 0.36% among 360,000; AID 602244; in the data active = inhibition above about 34%, passing the limit was not always enough;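 also: antagonist mode with CXCL16 agonist at 10 nM final; 0% = 10 nM CXCL16 with DMSO and 100% = unstimulated wells without agonist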
# Target sequence (O00574 whole entry, looked up): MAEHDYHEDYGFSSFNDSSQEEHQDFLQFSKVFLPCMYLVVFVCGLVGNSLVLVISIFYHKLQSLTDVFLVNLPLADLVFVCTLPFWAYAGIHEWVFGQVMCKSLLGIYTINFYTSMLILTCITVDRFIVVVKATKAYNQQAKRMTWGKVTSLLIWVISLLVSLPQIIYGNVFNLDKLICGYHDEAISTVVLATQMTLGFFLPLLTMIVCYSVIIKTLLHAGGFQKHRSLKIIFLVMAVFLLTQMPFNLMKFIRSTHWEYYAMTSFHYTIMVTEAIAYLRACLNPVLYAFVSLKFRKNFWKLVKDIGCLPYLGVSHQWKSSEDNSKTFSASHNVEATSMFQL
# The depositor's hits bear a star; . = no result given.
# Start of the data: the first three compounds, to show the layout:
SMILES,CCR6 antagonist,GRIN3A LBD mod,A3G deaminase,APOBEC3A inh,EBI2 block,MPTP block,Gli-Sufu antag,CXCR6 block
O=C(CSc1ccsc1[N+](=O)[O-])N1CCCCC1,8,-1,-10,-4,-10,0.5,21,-6
COc1cccc(CN(C)CC(=O)Nc2ccccc2C(=O)NC2CC2)c1,1,1,-7,-4,-17,-2.7,6,-2
S=c1nc2ccccc2c2nc(-c3cccnc3)[nH]n12,4,1,-3,-5,-2,0.9,-1,-14

# Results, from the start:
SMILES,CCR6 antagonist,GRIN3A LBD mod,A3G deaminase,APOBEC3A inh,EBI2 block,MPTP block,Gli-Sufu antag,CXCR6 block
O=C(CSc1ccsc1[N+](=O)[O-])N1CCCCC1,8,-1,-10,-4,-10,0.5,21,-6
COc1cccc(CN(C)CC(=O)Nc2ccccc2C(=O)NC2CC2)c1,1,1,-7,-4,-17,-2.7,6,-2
S=c1nc2ccccc2c2nc(-c3cccnc3)[nH]n12,4,1,-3,-5,-2,0.9,-1,-14
COc1ccc(NC(=O)CSc2nnc(C3CCCCC3)n2N)cc1OC,7,0,-5,-6,-5,-0.6,0,-8
CCCCSc1nc(C)cc(SCC(=O)N/N=C/c2cccc(OC)c2O)n1,7,2,4,3,7,21,-2,-2
CCCCOc1cccc(C(=O)NC(=S)Nc2cccnc2)c1,20,1,-5,-2,-6,2.3,-3,12
COc1ccc(Cl)cc1NC(=O)CN1C(=O)NC(Cc2c[nH]c3ccccc23)C1=O (centres undefined),12,-4,-3,-2,5,0.1,-6,3
Cc1cc(C)n2nc(SCC(N)=O)nc2n1,7,1,-4,-5,6,-1.0,-4,2
COc1ccc(CNC(=O)Cn2cc([N+](=O)[O-])cn2)cc1,9,1,-3,-5,10,0.0,2,1
O=C(CN1CCN(S(=O)(=O)c2ccc(F)cc2)CC1)Nc1ccc2c(c1)OCO2,3,4,-9,-3,6,-0.1,-11,-4
Cc1cc(C)cc(OCC(=O)Nc2ccc(N3CCCCC3)cc2)c1,16,3,5,5,-3,2.9,-10,-2
Cc1ccc2[nH]c3nc(SCC#N)nnc3c2c1,-3,1,-2,2,0,-1.3,14,-4
COc1ccc(C(=O)/C=C(\C)Nc2ccc3c(c2)OCO3)cc1,11,0,-2,-3,6,4.8,-65,-1
COc1cc2c(cc1NC(=O)CSc1ccc(Cl)cc1)oc1ccccc12,14,-1,-7,-3,-1,4.4,-1,5
COc1ccccc1C(=O)NC(=O)COC(=O)c1nc2nc(C)cc(C)n2n1,-1,0,-2,3,5,0.3,-10,4
COc1cccc(CNC(=O)COC(=O)/C=C/c2ccc(SC)cc2)c1,-1,5,-5,-2,7,-0.4,0,1
COc1ccc(NC(=O)/C=C2\SC(=O)NC2=O)cc1,4,-11,-2,-1,4,-2.1,2,-2
COc1ccccc1OCC(=O)N1CCC2(CC1)CC(=O)c1ccccc1O2,3,3,-9,-1,-6,-0.9,5,-3
CCC(C)NC(=O)CCSc1ccc(C)cc1 (centres undefined),-1,1,-8,-3,2,2.4,-1,-9
O=S(=O)(/N=C(/c1ccc(Cl)cc1)N1CCOCC1)c1ccc(Cl)cc1,-1,-2,-8,-1,-7,-1.5,-1,4
FC(F)(F)c1cccc(-c2cc(C3CCNCC3)[nH]n2)c1,-5,-1,-8,-3,-1,-0.4,26,-3
C/C(=N\OC(=O)c1ccc(F)cc1)c1sc(-c2ccc(Cl)cc2)nc1C,8,0,-7,-1,-12,1.3,-85,-6
COc1ccc(CNS(=O)(=O)c2ccc3c(c2)C(C)(C)C(=O)N3C)cc1,-2,-1,-1,1,-5,0.7,-18,-3
O=[N+]([O-])c1ccccc1OCCCNCc1ccccc1,12,0,0,3,5,-0.4,23,-1
COc1ccc(C(=O)CSc2nnc(COc3ccccc3)n2Cc2ccco2)cc1,18,3,-2,0,16,4.4,1,5
COc1cccc(-c2nc(-c3ccccn3)no2)c1,0,1,1,0,.,.,-14,.
O=c1ccc(S(=O)(=O)N2CCCC2)cn1Cc1nc(-c2ccccc2)no1,3,0,-9,-1,-3,-0.5,-2,-5
S=C(Nc1ccccn1)Nc1ccccc1Cl,-24,-2,-3,-3,-6,1.4,-30,1
CC(=O)Nc1sc(N/N=C/c2ccc(C)cc2)nc1-c1ccc(C)cc1,6,1,-3,-1,-14,-1.4,-10,-5
COc1ccc(C(=O)COC(=O)Cc2c[nH]c3ccccc23)c(OC)c1,12,-9,-3,-3,-2,-0.9,-6,4
CC1CC(C)CN(S(=O)(=O)c2ccc(C(=O)N(c3ccccn3)C3CCCCC3)cc2)C1 (centres undefined),21,-2,-6,-2,-1,-1.6,9,5
Cc1ccc(-n2c(SCc3nc4ccccc4c(=O)[nH]3)nnc2-c2ccccc2O)cc1,12,-1,-1,-1,-1,1.0,-1,3
CCOC(=O)NC1=NCC(C)S1 (centres undefined),2,-8,-6,-5,-9,-1.1,-6,-2
COc1ccc(N2CCN(C(=O)CSc3ccc(C)cc3)CC2)cc1,5,-3,-6,-5,64*,0.5,-4,4
COc1ccc(S(=O)(=O)N2CCOCC2)cc1NC(=O)CN1CCN(C)CC1,-4,.,-2,2,-15,0.4,2,-12
COc1cccc2c1C1(O)C2CCCCCCCCCC12OCCCO2 (centres undefined),4,0,.,.,8,-0.4,-1,3
O=C(CCC1CCCN(c2ncccn2)C1)NCc1ccccc1F (centres undefined),10,-1,-6,-2,-2,0.9,-7,-1
O=C(O)Cn1nnnc1SCC(=O)Nc1ccc(OC(F)(F)F)cc1,10,1,0,-1,-7,1.3,6,-4
CN(C)CCCOc1cccc(Oc2ccccc2)c1,8,0,-6,-4,-7,0.2,2,6
Cc1ccccc1OC(=O)c1cccnc1,3,1,-2,-3,-4,0.5,12,0
COc1ccc(OC)c(Cc2nnc(CCC(=O)NC3CCCCC3)o2)c1,0,-3,-1,2,-7,1.1,0,-3
FC(F)(F)c1cc(Sc2ccccc2)nc(-c2ccccn2)n1,18,2,-4,-1,-8,0.4,13,4
CS(=O)(=O)N1CCCC(C(=O)Nc2c(F)cccc2F)C1 (centres undefined),-5,1,-9,-4,1,-0.2,-6,-2
Cc1nn(Cc2ccccc2)c2c1C(c1ccc(Cl)cc1)C(C#N)=C(N)O2 (centres undefined),13,-34,0,-1,-8,-0.3,10,-9
Cc1nc2cc(-c3ccccc3)sc2c(=O)n1N,8,-1,-4,-4,-5,0.5,34,-3
COc1ccc(C)cc1-n1nnnc1SCC1CCCO1 (centres undefined),-2,0,-7,-2,-4,0.4,-7,-4
COc1ccccc1CN1CCN(Cc2cc(OC)c(OC)cc2OC)CC1,3,0,14,-2,-5,-0.1,20,-18
CCCOc1cccc(C(=O)Nc2ccc(CN3CCOCC3)cc2)c1,12,-2,-7,2,-8,0.1,-40,-1
COc1ccc(NC(=O)CCNS(=O)(=O)c2ccccc2F)cc1S(N)(=O)=O,13,1,-6,-3,-6,-3.9,5,0
COCCCN=C1NN=C(c2cc(C)n(-c3ccccc3)c2C)CS1,7,-2,-3,-1,-13,2.9,11,3
C=CCn1c(N)c(C(=O)OCC(C)C)c2nc3ccccc3nc21,57*,0,-6,-4,16,0.4,30,18
CCOC(=O)c1ccc(CC(=O)c2ccc(O)cc2O)o1,-1,2,0,4,-43,-0.5,-5,-3
O=C1c2ccccc2C(=O)N1CCCCN(C(=O)c1cccc([N+](=O)[O-])c1)c1ccc(Cl)cc1,11,2,0,3,28,7.3,4,4
Cn1cnnc1Sc1cc(N2CCN(S(=O)(=O)c3ccccc3)CC2)ccc1[N+](=O)[O-],32,0,-1,2,5,0.6,2,12
CCC(Oc1ccccc1)C(=O)NCCOC (centres undefined),6,-3,-6,-3,1,2.1,-6,-1
Cc1ccc2nc(NC(=O)CN(C)S(=O)(=O)c3ccc(Br)s3)sc2c1,-9,9,-8,-5,14,2.8,-15,-19
Cc1ccccc1NS(=O)(=O)c1nnc(NC(=O)C(C)C)s1,10,3,0,-2,4,-0.2,-1,1
Cc1ccnc(NC2CCCCC2)c1,3,-1,-5,1,-15,-2.7,-9,-10
CCCCN(C(=O)NC(=O)C1=C(N2CCOCC2)/C(=C/c2ccccc2)CC1)S(C)(=O)=O,10,0,-1,0,-8,-0.5,-4,3
O=C(Cc1ccc(-n2cccc2)cc1)NC1CCCCC1,3,-1,1,-3,1,0.8,-3,4
# Next results.
SMILES,CCR6 antagonist,GRIN3A LBD mod,A3G deaminase,APOBEC3A inh,EBI2 block,MPTP block,Gli-Sufu antag,CXCR6 block
Cc1ccc2nc(SCCC(=O)O)cc(C)c2c1,4,2,1,6,-1,0.2,3,3
CS(=O)(=O)Nc1ccc(C(=O)NCCC2=CCCCC2)cc1,9,-1,-4,0,-5,1.8,-29,-3
CCCOc1ccccc1NC(=O)Nc1ccccc1Cl,-1,0,2,2,-9,14,17,-9
O=C(c1ccccc1Cl)N1CCN(S(=O)(=O)N2CCCCC2)CC1,5,0,-11,3,-8,0.3,7,-1
COc1cccc(-c2nc(-c3ccc(NC(=O)c4ccncc4)cc3)no2)c1,-4,24*,-4,1,7,39,-10,5
COc1ccccc1CNCc1ccc(C)cc1,11,-1,4,2,0,4.3,2,2
CN(C)CCNC(=O)Cc1ncc(C(F)(F)F)cc1Cl,4,-2,-2,5,-1,10,4,3
CCN1C(=O)c2cccc3c(NS(=O)(=O)c4ccc(NC(C)=O)cc4)ccc1c23,50,-7,-3,1,-3,8.6,7,12
O=C(N/N=C/c1ccco1)/C(=C/c1cccc([N+](=O)[O-])c1)NC(=O)c1ccccc1,-8,-1,-4,4,2,-0.7,-5,-11
CCOC(=O)C1CCCN(C(=S)Nc2ccc(F)cc2)C1 (centres undefined),3,-3,-2,0,1,1.1,12,-5
CC(=O)N(CCCCl)C(C#N)c1ccccc1 (centres undefined),1,0,-7,-2,-3,0.7,5,-4
CCOc1ccc(-c2c(C(=O)N/N=C/c3c[nH]c4ccccc34)nnn2-c2nonc2N)cc1,-10,32*,-2,-4,23,0.9,-7,-3
O=C(c1cccc(Cl)c1)N1CCN(c2ncccn2)CC1,-2,-1,-4,0,5,-1.2,6,-5
CCOC(=O)[C@H]1[C@H]2COc3ccc(Cl)cc3[C@@H]2N2C(=O)c3cc(F)c(F)cc3NC(=O)[C@@]12C,-3,-8,-9,-1,-8,-0.2,-4,10
Cc1ccc(NC(=O)CN(C)S(=O)(=O)c2cccc3nsnc23)cc1Cl,14,-8,2,4,14,4.0,38,0
Cc1ccccc1-c1nnc(NC(=O)CSc2nc3ccccc3s2)s1,10,-1,2,0,-7,2.1,-9,6
O=C(N/N=C/C=C/c1ccccc1)NC1CCCCC1,7,-16,-8,-7,13,-1.2,-15,4
COc1ccc(CNC(=O)CSc2nnc3c(n2)[nH]c2ccccc23)cc1,-4,1,-5,-4,1,-0.4,-18,2
O=C(Cn1c(=O)c2cccn2c2ccc(F)cc21)N1CCN(c2ccc(F)cc2)CC1,9,-2,-5,-5,11,1.9,-1,-10
CCCOc1cccc(C(=O)N(Cc2ccco2)C2CCS(=O)(=O)C2)c1 (centres undefined),-4,1,-7,-4,0,-2.3,-9,-1

# An excerpt from above, reduced to Gli-Sufu antag and A3G deaminase:
SMILES	Gli-Sufu antag	A3G deaminase
Cc1ccc(NC(=O)CN(C)S(=O)(=O)c2cccc3nsnc23)cc1Cl	38	2
Cc1ccccc1-c1nnc(NC(=O)CSc2nc3ccccc3s2)s1	-9	2
O=C(N/N=C/C=C/c1ccccc1)NC1CCCCC1	-15	-8

# Other records.
SMILES,CCR6 antagonist,GRIN3A LBD mod,A3G deaminase,APOBEC3A inh,EBI2 block,MPTP block,Gli-Sufu antag,CXCR6 block
NC(=O)N1CCN(C(=O)c2ccco2)CC1,-12,0,-1,2,1,2.0,0,-5
CC(=O)NCC(=O)OCC(=O)c1ccc(C)cc1,13,0,-3,-14,-2,-1.7,2,-4
CC(C)(C)C1CCC2(CC1)C(C#N)=C(SCC(=O)NC1CCCCC1)NC(=O)C2C#N (centres undefined),-5,12*,-4,-7,-3,79*,6,4
CC(C)c1c(C(=O)N/N=C/c2ccc(OCc3ccccc3)cc2)nnn1-c1nonc1N,-14,32*,-2,-3,18,0.9,5,10
